GoLoco inh red: RGS12 GoLoco-Gai1 interaction inhibition; P63096; Gai1:RGS12 GoLoco peptide FP, rhodamine, 10 min; Potency, µM (top dose mostly 61.6 µM), inactives show top-dose activity, negative = inhibition, hits mostly inhibitors; 230,000 compounds, 0.44% hits; active = well fitted inhibition curve with a large enough effect, not every such curve was filed as active; inactive = no such curve, though single readings can be large or run the other way; note: nearly all actives have a fitted effect of over 30% in size; many of its hits are not listed in these tables
TR SRC2 fluor cs: counter-screen for TRb-SRC2 inhibitors: fluorescence interference | Potency, µM (doses to about 106 µM), for inactives: top-dose fluorescence change, negative = quenching | TRb/SRC2 Texas Red total fluorescence interference | 280,000 compounds, 0.29% hits | AID 1479; active = well fitted curve in either direction with a large enough effect; inconclusive = small, poorly fitted or top-dose-only effect
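Human TRβ ligand-binding domain (0.6 uM) and Texas Red SRC2 peptide (20 nM) in Tris buffer with 1 uM T3 and 5% DMSO were incubated with pinned compound for 5 hr at ambient temperature. Total fluorescence was computed as S + 2P (555/632 nm).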
TRb-SRC2 inh: disrupts binding of human TR beta to SRC2. P10828. TRbeta-SRC2 peptide binding, fluorescence polarization; receptor liganded with 1 µM T3. Potency, µM (doses to about 106 µM), without a hit: at the highest dose activity change, negative = inhibition, usual class: inhibitors. 280,000 compounds, 0.065% hits;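 note: plate controls were bound peptide for no effect and peptide without receptor for full effect; nearly all actives have a fitted effect of over 50% in size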
Target sequence (P10828 whole entry, looked up): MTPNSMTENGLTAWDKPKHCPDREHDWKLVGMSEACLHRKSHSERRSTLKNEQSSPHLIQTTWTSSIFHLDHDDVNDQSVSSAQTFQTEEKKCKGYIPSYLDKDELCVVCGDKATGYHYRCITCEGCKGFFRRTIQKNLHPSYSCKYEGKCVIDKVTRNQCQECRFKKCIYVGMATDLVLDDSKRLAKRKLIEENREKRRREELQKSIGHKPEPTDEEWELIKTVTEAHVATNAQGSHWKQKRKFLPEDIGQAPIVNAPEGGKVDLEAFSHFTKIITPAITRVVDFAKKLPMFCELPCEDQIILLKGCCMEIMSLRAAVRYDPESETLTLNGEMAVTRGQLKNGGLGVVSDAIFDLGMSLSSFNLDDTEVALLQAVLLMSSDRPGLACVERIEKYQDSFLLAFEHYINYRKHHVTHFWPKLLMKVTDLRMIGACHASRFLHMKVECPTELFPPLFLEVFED
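TRb LBD 0.6 uM + Texas Red SRC2 peptide 20 nM, 1 uM T3, Tris buffer w/ 5% DMSO; compound pinned, 5 h RT; FP read ex 555/em 632; normalized to unbound and bound controls.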
GAA inh: alpha-glucosidase (human) inhibition; 200,000 compounds, 0.005% hits; P10253; purified human GAA, 4-MU-alpha-glucoside fluorescence; Potency, µM (doses to about 76.9 µM), without a hit: at the highest dose activity change, negative = inhibition, most hits filed as inhibitors; AID 1466;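 note: plate controls were uninhibited enzyme wells for no effect and no-enzyme background for full effect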
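Human enzyme at 4 nM with 400 uM 4-methylumbelliferyl-alpha-D-pyranoside, citrate/phosphate buffer pH 5.0, 0.005% Tween-20, 20 min at room temperature. Compounds up to 77 uM. 4-MU fluorescence (Ex 365/Em 440) read after NaOH/glycine stop; AC50 from Hill fit.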
GAA spleen mod: lysosomal alpha-glucosidase (human) modulation; P10253; 240,000 compounds, 0.006% hits; Potency, µM (series often up to 79.9 µM), for inactives: at the top dose activity change, negative = inhibition, usual class: inhibitors; human spleen homogenate, 4-MU-alpha-glucoside fluorescence;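 note: 0% = enzyme with vehicle and -100% = no enzyme basal signal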
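Human spleen homogenate (1 ug) with 4-methylumbelliferyl-alpha-D-glucopyranoside (1 mM final) in 50 mM citrate/phosphate pH 5.0, 0.01% Tween-20; 40 min at 37 C. Stopped at pH 10; 4-MU fluorescence Ex 365/Em 440 nm; AC50 by Hill fit.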
L3MBTL1 inh: inhibitors of human L3MBTL1. Q9Y468. AlphaScreen L3MBTL1–H3K9me1 peptide binding. Potency, µM (doses to about 57.1 µM), for inactives: at the top dose activity, negative = inhibition, actives largely listed as inhibitors. 230,000 compounds, 0.66% hits; note: nearly all actives have a fitted effect of over 60% in size
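Displacement of a biotinylated histone H3(1-15) peptide monomethylated at Lys9 (75 nM) from L3MBTL1 (50 nM) was measured by AlphaScreen after a 30 min room-temperature compound incubation; cefsulodin titration served as intraplate control.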
RECQ1 inh: blocks DNA unwinding by human RECQ1. P46063. RECQ1 DNA unwinding, red fluorescence kinetic read. Potency, µM (top dose mostly 57.3 µM), for the others: top-dose activity, negative = inhibition, actives largely listed as inhibitors. 240,000 compounds, 0.54% hits. AID 2549;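 note: plate controls were vehicle for no effect and no enzyme for full effect; nearly all actives have a fitted effect of over 30% in size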
Target sequence (P46063 whole entry, looked up): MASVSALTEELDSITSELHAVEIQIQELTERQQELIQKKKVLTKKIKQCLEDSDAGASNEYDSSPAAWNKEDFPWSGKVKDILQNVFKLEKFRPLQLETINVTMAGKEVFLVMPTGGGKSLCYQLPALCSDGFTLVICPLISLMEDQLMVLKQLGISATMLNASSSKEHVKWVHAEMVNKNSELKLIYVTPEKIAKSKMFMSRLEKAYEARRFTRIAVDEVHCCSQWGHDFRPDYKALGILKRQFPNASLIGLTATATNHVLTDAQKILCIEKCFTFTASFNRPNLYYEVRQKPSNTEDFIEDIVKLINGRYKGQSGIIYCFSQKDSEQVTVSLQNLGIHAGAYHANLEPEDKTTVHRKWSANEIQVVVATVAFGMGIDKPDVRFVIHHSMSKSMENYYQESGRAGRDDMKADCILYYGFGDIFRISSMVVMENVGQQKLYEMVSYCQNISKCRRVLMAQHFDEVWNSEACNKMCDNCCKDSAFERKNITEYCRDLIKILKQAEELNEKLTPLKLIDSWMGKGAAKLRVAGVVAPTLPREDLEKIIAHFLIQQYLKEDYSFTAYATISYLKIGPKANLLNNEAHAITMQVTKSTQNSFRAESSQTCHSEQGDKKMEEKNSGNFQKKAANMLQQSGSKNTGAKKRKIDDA
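50 nM RECQ1T1 preincubated 15 min with compound in Tris pH 8.0 buffer with MgCl2, DTT, Tween-20 and 2.5 ug/ml poly(dI-dC); started with 200 nM TAMRA/BHQ-2 forked duplex and 2 mM ATP. Unwinding read as fluorescence (525/598 nm), two reads 2 h apart.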
GAA glycogen: GAA glycogen-cleavage inhibition or activation; P10253; recombinant GAA, glycogen substrate, Amplex Red glucose oxidase fluorescence; Potency, µM (titrated, usually from 76.4 µM), without a hit: top-dose activity change, negative = inhibition, usual class: inhibitors; 300,000 compounds, 0.38% hits; AID 2100;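 note: 0% = full enzyme reaction and -100% = no-enzyme basal signal; the screen sought inhibitors and activators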
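Recombinant enzyme (4 nM final) with compounds titrated up to 77 uM and bovine liver glycogen (30 ug) in citrate pH 5.0, 0.01% Tween-20, 37 C 40 min. Released glucose detected by Amplex Red/glucose oxidase (Ex 573/Em 610); AC50 from Hill fits.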
* marks the source's active call; other numbers are inactive results; i = inactive; ? = inconclusive; nt = not tested or not shown; & = joins results of further samples; [ ] = remark or other dose. Unless noted, calls come from the whole dose curve; as a rule, active = well fitted curve in the direction sought with a large enough effect; inconclusive = small, poorly fitted or top-dose-only effect, or another doubt; inactive = no such curve, though single readings can be large; an effect the other way counts as inactive or inconclusive. Unless noted, % is set by controls: 0 for no effect and ±100 for the full control effect; potency is the fitted concentration of half-maximal effect.

1: C=CCN(CC=C)C(=O)C(=O)c1cc(C)n(-c2ccc([N+](=O)[O-])cc2)c1C
2: CC(C)N(C(=O)CSc1nnc(CN2CCCCCC2=O)n1-c1ccccn1)C(C)C
3: CCC(C)C(=O)Nc1cc(OC)c(OC)cc1C(=O)O (centres undefined)
4: COc1ccc(NC(=O)CN2CCN(c3ccccc3)CC2)cc1
5: CCCOc1ccc(C(=O)Nc2ccc(Cl)cn2)cc1
6: CCCOc1ccc(NC2=CC(=O)CC(C)(C)C2)cc1
7: O=C(COc1ccccc1)c1cn(CC(=O)N2CCOCC2)c2ccccc12
8: Cc1nc(SCc2ccc(F)cc2)c2oc3ccccc3c2n1
Assay by compound,1,2,3,4,5,6,7,8
GoLoco inh red,5%,-38%,8%,6%,-10%,4%,39%[activator],3%
TR SRC2 fluor cs,0%,0%,-6%,1%,4%,3%,1%,0%
TRb-SRC2 inh,2%,1%,2%,-4%,0%,-8%,-7%,3%
GAA inh,7%,-8%,1%,0%,-5%,-1%,-1%,nt
GAA spleen mod,2%,-10%,-1%,-1%,1%,5%,4%,-11%
L3MBTL1 inh,-2%,nt,9%,7%[11.4 µM],nt,nt,nt,14%
RECQ1 inh,-3%,-1%,-1%,i,-16%,6%,-6%,-1%
GAA glycogen,-6%,-11%,6%,0%,-14%,-9%,-8%,-3%

Compound profiles, as listed above. Order of screens: GoLoco inh red	TR SRC2 fluor cs	TRb-SRC2 inh	GAA inh	GAA spleen mod	L3MBTL1 inh	RECQ1 inh	GAA glycogen
Listed for COc1ccc(NC(=O)CN2CCN(c3ccccc3)CC2)cc1 : 6%	1%	-4%	0%	-1%	7%[11.4 µM]	i	0%
Listed for Cc1nc(SCc2ccc(F)cc2)c2oc3ccccc3c2n1 : 3%	0%	3%	nt	-11%	14%	-1%	-3%
Listed for O=C(COc1ccccc1)c1cn(CC(=O)N2CCOCC2)c2ccccc12 : 39%[activator]	1%	-7%	-1%	4%	nt	-6%	-8%

(cont.)
9: COc1cc(NC(=O)CN2CCCCC2)c(C)cc1[N+](=O)[O-]
10: CC(=O)C1=C(C)OC(N)=C(C#N)C1c1cc([N+](=O)[O-])ccc1Cl (centres undefined)
11: CC(=O)O/N=C(\N)c1cnn2c(C(F)(F)F)cc(C(F)(F)F)nc12
12: Cc1ccc(C)c(S(=O)(=O)NC(Cc2c[nH]c3ccccc23)C(=O)O)c1 (centres undefined)
13: Cc1ccc(N(C(=O)Cc2cccs2)C(C(=O)NC2CCCC2)c2ccncc2)cc1 (centres undefined)
14: c1ccc(Cn2cnc3ccccc32)cc1
15: O=C(Cc1c[nH]c2ccccc12)OCCOC(=O)Cc1c[nH]c2ccccc12
16: CCCCOc1ccc(CSCCN=C(N)N)cc1
Assay by compound,9,10,11,12,13,14,15,16
GoLoco inh red,12%,7%,18%,11%,66%[activator],6%,10%,3%
TR SRC2 fluor cs,-2%,-2%,-1%,2%,0%,3%,-1%,-2%
TRb-SRC2 inh,10%,2%,-8%,3%,3%,4%,1%,0%
GAA inh,1%,-5%[15.4 µM],-6%,9%,3%,4%,-10%,7%
GAA spleen mod,-2%,0%,3%,4%,2%,5%,9%,-4%
L3MBTL1 inh,-4%,12%,-1%,10%,-12%,0%,-10%,-1%
RECQ1 inh,-1%,i,i,i,-2%,i,-15%,-4%
GAA glycogen,5%,-3%,-5%,-5%,4%,2%,-5%,11%

17: COc1ccc(OC)c(C2C3=C(CCCC3=O)Nc3nnnn32)c1 (centres undefined)
18: Clc1ccccc1CSc1snnc1-c1ccccc1
19: O=C(c1cc(-c2ccc3c(c2)OCO3)on1)N1CCN(c2ccc(F)cc2)CC1
20: COc1ccc(Cc2nnc(SCC(=O)c3cccc([N+](=O)[O-])c3)n2C)cc1
21: O=C(Nc1cc(S(=O)(=O)N2CCOCC2)ccc1N1CCOCC1)c1ccc(S(=O)(=O)N2CCCCC2)cc1
22: Cn1c2ccccc2c2cc(C(=O)N3CCN(CCO)CC3)sc21
23: CCCCCCc1c(C[C@H](N)C(=O)O)o[nH]c1=O
24: O=S(=O)(Nc1cc(C(F)(F)F)ccc1N1CCOCC1)c1ccc2ccccc2c1
Assay by compound,17,18,19,20,21,22,23,24
GoLoco inh red,-2%,-1%,7%,7%,1%,1%,-1%&2%,18%
TR SRC2 fluor cs,-2%,1%,3%,0%,-1%,-4%,-1%&-1%,-2%
TRb-SRC2 inh,-4%,0%,-20%,-1%,-11%,-7%,-9%&-5%,4%
GAA inh,5%,-3%,3%,-9%,-8%,0%,nt,-5%
GAA spleen mod,2%,-8%,2%,2%,-9%,-7%,-1%&10%,6%
L3MBTL1 inh,13%,55%[activator],-5%,-1%,5%,-6%,nt,3%
RECQ1 inh,-5%,-13%,i,9%,i,2%,?,-16%
GAA glycogen,11%,-1%,6%,0%,3%,-2%,nt,16%

25: Cc1c(Cl)cccc1NC(=O)COC(=O)CN1C(=O)NC(C)(C)C1=O
26: COc1ccc(N(CC(=O)NCCSC(C)(C)C)S(C)(=O)=O)c(OC)c1
27: CC1CC(CCC(=O)NC(=S)Nc2ccc(Cl)cn2)C(=O)O1 (centres undefined)
28: COc1cc(NS(C)(=O)=O)c(OC)cc1NC(=O)c1ccccc1
29: O=C(NCCN1CCOCC1)NC1(C(F)(F)F)Oc2ccccc2O1
30: COCCn1c(C(=O)N2CCCC2)cc2c1C[C@H]1CN(C(=O)c3ccccc3)[C@@](Cc3ccc(OC)cc3)(C(=O)OC)[C@@H]21
31: CC(OC(=O)c1ccncc1)C(=O)Nc1ccc([N+](=O)[O-])cc1Cl (centres undefined)
32: O=C(N[C@H](CO)[C@H](O)c1ccc([N+](=O)[O-])cc1)C(Cl)Cl
Assay by compound,25,26,27,28,29,30,31,32
GoLoco inh red,3%,-11%,17%,22%,nt,-6%,-10%,2%&-10%
TR SRC2 fluor cs,-3%,-1%,-2%,-1%,4%,-3%,-5%,-2%
TRb-SRC2 inh,5%,-15%,2%,-9%,5%,-5%,-15%,8%
GAA inh,nt,-5%,10%,-4%,0%,nt,-3%,nt
GAA spleen mod,-1%,-2%,-12%,-9%,0%,-11%,nt,11%&-9%
L3MBTL1 inh,nt,-8%,-3%,-5%,11%,nt,18%,nt
RECQ1 inh,25%,i,-2%,i,i,-9%,-3%,5%
GAA glycogen,-21%,2%,-13%,-6%,-23%,nt,-4%,nt

Quoted from the listing.
#4 in L3MBTL1 inh = 7%[11.4 µM]
#20 in GAA glycogen = 0%
#28 in GAA spleen mod = -9%

(next part)
33: Cc1ccc2oc(/N=C(\N)NC(=O)C3CC3)nc2c1
34: CCOc1ccc(C2/C(=C(\O)c3cccc(OC)c3)C(=O)C(=O)N2c2ccccn2)cc1OC (centres undefined)
35: O=C(CCN1CCCCC1)c1ccc2c(c1)OCO2
36: C(=C\c1nccc2c1[nH]c1ccccc12)/c1ccccc1
37: CCOc1ccc(N(Cc2cc3cc(OC)ccc3[nH]c2=O)C(=O)C2CCCO2)cc1 (centres undefined)
38: Cc1cc(C)c(NC(=O)NC(=O)C(Cl)(Cl)Cl)c(C)c1
39: COc1ccc(S(=O)(=O)N2CCCCC2)cc1C(C)C
40: CC(C)(C)N1C(=O)[C@H]2[C@@H]3[C@H](O)[C@H](O)CC(=O)[C@H]3CC[C@H]2C1=O
Assay by compound,33,34,35,36,37,38,39,40
GoLoco inh red,9%,8%,-4%,0%,nt,-13%,5%,nt
TR SRC2 fluor cs,-1%,0%,1%,-3%,-1%,1%,0%,-5%&-3%[11.2 µM]
TRb-SRC2 inh,3%,-11%,2%,9%,-7%,2%,4%,4%&-3%[11.2 µM]
GAA inh,nt,nt,-10%,nt,?,13%,-8%,nt
GAA spleen mod,1%,-9%,-6%,27%,8%,4%,1%,2%&-2%[17.4 µM]
L3MBTL1 inh,11%,1%,-6%,54%[activator],2%,10%,23%,nt
RECQ1 inh,-9%,-1%,-2%,-20%,-5%,-10%,-1%,1%&-11%[11.5 µM]
GAA glycogen,4%,3%,10%,3%,15%,5%,-8%,nt

41: Clc1cc(Cl)cc(Nc2ncnc(-n3cccc3)n2)c1
42: COc1ccc(N2C(=O)CC(N3CCN(S(=O)(=O)c4cc(C)ccc4C)CC3)C2=O)cc1 (centres undefined)
43: O=C(Cn1nnc(-c2ccc(NC(=O)c3ccccc3F)cc2)n1)NCc1ccc(F)cc1
44: O=S(=O)(Cc1ccc(Cl)cc1)c1ccccc1-c1nnc(-c2ccc(Cl)cc2)o1
45: c1ccc(-c2nc(NCCCN3CCOCC3)c3ccccc3n2)cc1
46: COc1cc(CNc2ncnc3ccc(-c4c(C)noc4C)cc23)cc(OC)c1OC
47: CO[C@@H]1COC(=O)[C@H](C)NC(=O)[C@@H](C)COC(=O)CCC[C@H]1C
48: Cc1nn(C(=O)CNS(=O)(=O)c2ccccc2)c(C)c1Sc1ccc(Cl)cc1
49: CC(C)CN(C(=O)COC(=O)C1c2ccccc2Oc2ccccc21)C1CCS(=O)(=O)C1 (centres undefined)
50: CC(C)CNC(=O)c1cnn2c(C(F)(F)F)cc(C(F)(F)F)nc12
Assay by compound,41,42,43,44,45,46,47,48,49,50
GoLoco inh red,-1%,3%,-1%,7%,2%,nt,nt,1%,1%,-2%
TR SRC2 fluor cs,-4%,2%,-4%,-4%,2%,-1%,-1%[11.2 µM],-2%[53 µM],-2%,-2%
TRb-SRC2 inh,2%,6%,8%,2%,4%,2%,7%[11.2 µM],0%[53 µM],-20%,-1%
GAA inh,nt,-1%,nt,1%,8%,nt,nt,-2%,-14%,-3%
GAA spleen mod,-4%,6%,1%,-9%,-1%,7%,7%[17.4 µM],-2%,5%,0%
L3MBTL1 inh,17%,-2%,nt,-4%,-6%,nt,nt,10%,nt,8%
RECQ1 inh,-16%,-1%,i,-4%,-5%,13%,8%[11.5 µM],-1%,i,-1%
GAA glycogen,0%,-2%,0%,7%,-1%,nt,nt,-11%,-6%,1%

The list is partial. The share of hits here may be higher or lower than overall.
